Compound activity from PubChem.
Growth percent in the NCI-60 one-dose screen (48 h, 10 µM unless noted): 100 = growth as untreated, 0 = no growth, -100 = all killed.
SK-OV-3: SK-OV-3 ovarian cancer cells; 80,000 compounds, 3.2% hits
TK-10: TK-10 renal cancer cells | 81,000 compounds, 3.9% hits | AID 1794769
OVCAR-4: OVCAR-4 ovarian cancer cells; 80,000 compounds, 3.7% hits
UO-31: UO-31 renal cancer | 81,000 compounds, 5.2% hits
SN12C: SN12C renal cancer cells | 81,000 compounds, 3.8% hits
786-0: 786-0 renal cancer cells; 81,000 compounds, 5.1% hits
OVCAR-5: OVCAR-5 ovarian cancer | 82,000 compounds, 2.9% hits
IGROV1: IGROV1 ovarian cancer. 79,000 compounds, 4.7% hits. AID 1794786
* hit, by the source's call; / = no result given; & = joins results of further samples. Rule for the calls: active = growth percent below 10; inactive = the rest. An unsorted share of the library; 8.7% or so of the library scored in one or more.

Screens by letter – A = SK-OV-3; B = TK-10; C = OVCAR-4; D = UO-31; E = SN12C; F = 786-0; G = OVCAR-5; H = IGROV1
CC(=O)COc1ccccc1NC(C)=O
  A: 105	B: 111	C: 118	D: 89	E: 92	F: 108	G: 103	H: 105
O=C1CCC(C(=O)NC2CCC(O)CC2)CC1 (stereo not given)
  A: /	B: 102	C: 109	D: 90	E: 104	F: 91	G: 106	H: 105
COc1ccc2[nH]c(=O)c(CSc3nccc(-c4ccc(OC)c(OC)c4)n3)cc2c1
  A: 56	B: 26	C: 8.8*	D: 16	E: 34	F: 30	G: 52	H: 50
C=CCOC1=C(c2ccccc2)C(C2CC2)N(Cc2ccc(OC)cc2OC)C1=O (stereo not given)
  A: 96	B: 94	C: 80	D: 80	E: 92	F: 93	G: 105	H: 84
CC(=O)OCC(OC(C)=O)C(OC(C)=O)C(OC1OC(COC(C)=O)C(OC(C)=O)C(OC(C)=O)C1OC(C)=O)C(COC(C)=O)OC(C)=O (stereo not given)
  A: 108	B: 106	C: 99	D: 99	E: 100	F: 94	G: 102	H: 106
COc1ccc2c(c1)C(C)CC(C)(C)N2C(=O)CSc1ccc(-c2nc3cc(C)c(C)cc3[nH]2)cn1 (stereo not given)
  A: 110	B: 107	C: 65	D: 84	E: 87	F: 97	G: 108	H: 97
O=C1c2ccccc2NC(c2cccnc2)N1/N=C/c1cccnc1 (stereo not given)
  A: 104	B: 107	C: 107	D: 75	E: 105	F: 101	G: 92	H: 106
COc1ccc(C2CC(c3cc4ccccc4oc3=O)=NN2c2ccc(S(=O)(=O)NC(=O)NCc3ccccc3)cc2)cc1OC (stereo not given)
  A: /	B: /	C: 53	D: 45	E: 78	F: 68	G: 75	H: 98
NCCCNCCCCNC(=O)C(O)NC(=O)CCCCCCN=C(N)N (stereo not given)
  A: 110	B: 106	C: 113	D: 94	E: 95	F: 91	G: 77	H: 96
COC(=O)CCC1=C(CC(=O)OC)C(C)=N/C1=C\c1[nH]c(-c2ccc[nH]2)cc1OC
  A: 65	B: 28	C: 27	D: -25*	E: 39	F: 50	G: 65	H: 42

Sorted by heavy-atom count (rising): some entries from above.
Screens by letter – A = SK-OV-3; B = TK-10; C = OVCAR-4; D = UO-31; E = SN12C; F = 786-0; G = OVCAR-5; H = IGROV1
COc1ccc2[nH]c(=O)c(CSc3nccc(-c4ccc(OC)c(OC)c4)n3)cc2c1
  A: 56	B: 26	C: 8.8*	D: 16	E: 34	F: 30	G: 52	H: 50
COc1ccc2c(c1)C(C)CC(C)(C)N2C(=O)CSc1ccc(-c2nc3cc(C)c(C)cc3[nH]2)cn1 (stereo not given)
  A: 110	B: 107	C: 65	D: 84	E: 87	F: 97	G: 108	H: 97
COc1ccc(C2CC(c3cc4ccccc4oc3=O)=NN2c2ccc(S(=O)(=O)NC(=O)NCc3ccccc3)cc2)cc1OC (stereo not given)
  A: /	B: /	C: 53	D: 45	E: 78	F: 68	G: 75	H: 98

Continuation.
Screens by letter – A = SK-OV-3; B = TK-10; C = OVCAR-4; D = UO-31; E = SN12C; F = 786-0; G = OVCAR-5; H = IGROV1
CC1=C(CCN2CCN(c3ccccc3)CC2)C(=O)N2N=C(c3ccc(Cl)cc3)SC2N1 (stereo not given)
  A: 103	B: 129	C: 103	D: 83	E: 97	F: 102	G: 107	H: 102
S=C(N/N=C/c1ccccc1SSc1ccccc1/C=N/NC(=S)Nc1ccccc1)Nc1ccccc1
  A: 57	B: 154	C: 47	D: 32	E: 45	F: 84	G: 93	H: 38
Cc1cccc(OCCCCCl)c1
  A: 92	B: 101	C: 101	D: 75	E: 96	F: 97	G: 99	H: 111
CC(C)[C@H](NS(=O)(=O)C1CCC(N=NC2CCC(N(C)C)CC2)CC1)C(=O)N[C@H](CCCNC(=O)CC(=O)Nc1ccccc1Oc1ncc(C(F)(F)F)cc1Cl)C(=O)NCCOCCOCC[C@H](O)N[C@H](CCNC(=O)c1ccc(N2CCN(Cc3ccc(Cl)cc3)CC2)c([N+](=O)[O-])c1)[C@H](O)NCCOCCOCC(=O)NC(CCCCNC(=O)CN1CCN(CC(=O)O)CCN(CC(=O)O)CCN(CC(=O)O)CC1)C(=O)O (stereo not given in full)
  A: 96	B: 94	C: 113	D: 81	E: 87	F: 105	G: 93	H: 100
O=C(Nc1ccc([N+](=O)[O-])cc1)Nc1nccnn1
  A: 107	B: 132	C: 102	D: 98	E: 113	F: 98	G: 122	H: 96
CCOC(=S)SCCC(=O)O
  A: 111	B: 112	C: 104	D: 99	E: 96	F: 111	G: 103	H: 121
COc1ccc(Cc2noc(-c3cc(OC)c(OC)c(OC)c3)n2)cc1
  A: 111	B: 95	C: 99	D: 93	E: 104	F: 99	G: 101	H: 104
Cc1ccc(Nc2nnc(-c3csc(N)n3)s2)cc1
  A: 89	B: 100	C: 99	D: 95	E: 102	F: 109	G: 102	H: 114
CN(c1oc(-c2ccc(Cl)cc2)nc1C#N)S(=O)(=O)c1ccccc1
  A: 101	B: 115	C: 98	D: 85	E: 98	F: 100	G: 105	H: 94
CC#CCOCC1CNC(=O)O1 (stereo not given)
  A: 99	B: 88	C: 92	D: 100	E: 92	F: 98	G: 97	H: 122
BrC1(Br)C2CC/C=C\CCC21 (stereo not given)
  A: 106	B: 106	C: 103	D: 98	E: 95	F: 102	G: 103	H: /
CS(=O)(=O)Nc1ccc(C(=O)N=Nc2c(O)[nH]c3ccc(F)cc23)cc1
  A: 118	B: 114	C: 105	D: 87	E: 97	F: 102	G: 106	H: 101
CCOC(=O)NC(=O)/C(C#N)=C\Nc1ccccc1
  A: 97	B: 96	C: 91	D: 85	E: 96	F: 92	G: 104	H: 104
CCCCCCCCCCCCCCCCCCNCc1ccc(Cl)cc1
  A: -33*	B: -65*	C: -69*	D: -79*	E: -61*	F: -75*	G: -59*	H: -65*
COc1ccc(-c2cc(-c3cccnc3)nc3sc(C(=O)Nc4ccccc4)c(N)c23)cc1OC
  A: /	B: /	C: 80	D: 32	E: 57	F: 64	G: 87	H: 69
Nc1nc(N)c2ccccc2n1
  A: 99	B: 98	C: 104	D: 81	E: 97	F: 98	G: 89	H: 98
Nc1ncnc2c1N=C(c1ccccc1)CC(c1sc(Cl)nc1Cl)N2 (stereo not given)
  A: 103	B: 88	C: 93	D: 76	E: 87	F: 93	G: 91	H: 97
Cc1ccc(Oc2nc3ccccc3cc2-c2nnc(Cn3c(COc4ccccc4)nc4ccccc43)o2)cc1
  A: 77	B: 77	C: 54	D: 8.5*	E: 29	F: 63	G: 88	H: 38
CC1=CC(=O)C(/C(C)=N/NC(=O)c2ccccc2NC(=O)c2ccc(F)cc2)C(=O)O1 (stereo not given)
  A: 99	B: 108	C: 99	D: 92	E: 95	F: 102	G: 118	H: 92
COc1ccc2c(c1)OCC(O)(c1ccccc1)C2=O (stereo not given)
  A: 94	B: 94	C: 90	D: 75	E: 98	F: 103	G: 100	H: 114

Among those listed so far, these contain two or more sulfur atoms:
Screens by letter – A = SK-OV-3; B = TK-10; C = OVCAR-4; D = UO-31; E = SN12C; F = 786-0; G = OVCAR-5; H = IGROV1
S=C(N/N=C/c1ccccc1SSc1ccccc1/C=N/NC(=S)Nc1ccccc1)Nc1ccccc1
  A: 57	B: 154	C: 47	D: 32	E: 45	F: 84	G: 93	H: 38
CCOC(=S)SCCC(=O)O
  A: 111	B: 112	C: 104	D: 99	E: 96	F: 111	G: 103	H: 121
Cc1ccc(Nc2nnc(-c3csc(N)n3)s2)cc1
  A: 89	B: 100	C: 99	D: 95	E: 102	F: 109	G: 102	H: 114

Next compounds follow:
Values in the order: SK-OV-3	TK-10	OVCAR-4	UO-31	SN12C	786-0	OVCAR-5	IGROV1
> NS(=O)(=O)Oc1cccc(NC(=O)C23CC4CC(CC(C4)C2)C3)c1
 : 113	100	96	82	97	103	106	106
> CC(=O)[C@@]1(O)CCC2C3CCC4=CC(=O)CC[C@]4(C)C3CC[C@@]21C (stereo not given in full)
 : 110	94	107	84	104	95	97	109
> COc1ccc(-c2nc(SCC(C)C)nc(Cl)c2C#N)cc1
 : 101	132	107	90	104	107	108	110
> CCCCN1C(=O)C(CC(=O)Nc2ccc(F)c(F)c2)n2c1nc1ccccc12 (stereo not given)
 : 112	100	105	92	107	99	102	102
> N#Cc1c(-c2ccc(Cl)cc2)nc(NS(=O)(=O)c2ccccc2)nc1N1CCOCC1
 : 78	106	97	76	105	100	110	122
> OC(CCN1CCC2CCC(C2)C1)c1ccc(Br)cc1 (stereo not given)
 : 98	96	106	78	99	100	105	120
> Cn1c(=O)cc(OCC(=O)N/N=C/c2ccccc2)c2ccccc21
 : 102	125	109	70	98	102	97	97
> N#Cc1c(-c2ccc(Cl)cc2)cc(-c2c[nH]c3ccccc23)nc1-c1c[nH]c2ccccc12
 : 91	139	107	70	98	102	105	91
> CC1(O)CC2CC1C(C(=O)O)C2C(=O)O (stereo not given)
 : 95&99	101	109&112	88&84	100&102	98&109	106&94	111&116
> Fc1ccc(NC2=NCCN=C(Nc3ccc(F)cc3)SS2)cc1
 : 87	74	84	46	89	91	96	71
> c1ccc(NCCNc2ccccc2)cc1
 : 91	150	/	55	78	95	93	61
> O=c1[nH]c2cc(Cl)c(Br)cc2o1
 : 112	114	101	76	99	92	91	101
> O=c1[nH]c(=O)c2[nH]c(=O)[nH]c2[nH]1
 : 115	92	109	86	100	94	100	106
> C#CCOC(=O)[C@@H]1CCCN1CC#C
 : 98	96	92	66	93	88	103	67
> COc1ccc(-c2nc(S(=O)(=O)c3ccc(C)cc3)c(S(=O)(=O)CC(=O)N(C)Cc3ccccc3)o2)cc1
 : 98	56	69	35	47	22	63	66
> CCOC(=O)C1(C(=O)OCC)C(C(=O)c2ccccc2)C1c1ccccc1 (stereo not given)
 : 96	131	87	61	91	83	83	73
> CCN(CC)Cn1nc2n(C)c(=O)c(C#N)c(-c3ccccc3)n2c1=S
 : 108	120	103	90	110	104	128	/
> c1cncc(-c2ccc(C3CC3)s2)c1
 : 96	112	102	92	104	105	98	96
> COc1cc(OC)c(/C=C/C(=O)c2c(OC)cc(OC)cc2OC)c(OC)c1
 : 25	47	48	30	23	29	29	30
> C=CCc1c(C)cc(C)cc1N1C(=O)CN(Cc2ccccc2)C(=O)C1c1ccccc1 (stereo not given)
 : 92	90	74	67	80	78	91	75
> COc1ccc(-c2cc(-c3ccc(OC)cc3)n(-c3ccc(-c4nc(N)n[nH]4)cc3)n2)cc1
 : /	/	99	89	99	98	105	117
> CCCCCCc1ccc(O)c(Cl)c1
 : 103	104	97	92	102	99	105	116
> CC(C)[C@@]12c3[nH]c4ccccc4c3CCN1C(=O)[C@H]2Oc1ccc(Cl)cc1
 : 104	102	100	89	90	85	102	108
> C=CCn1c(SCC(=O)NCc2cc(C)c(O)c(C)c2)nc2ccc(Cl)cc2c1=O
 : 109	113	86	75	107	92	88	65
> NS(=O)(=O)c1ccc(NC(=S)/N=C\c2c(O)[nH]c(=O)[nH]c2=O)cc1
 : 106	105	98	77	96	103	97	102
> O=C(Nc1ccccc1Cl)c1c[nH]c(=O)c(-c2ccc(N3CCCOC4(CC4)C3)cc2)c1
 : 75	52	44	66	75	68	87	86
> CN1C(=O)CC(c2ccccc2)C1=O (stereo not given)
 : 103	114	113	85	93	99	96	110
> O=C(OCc1ccc2c(Cl)cc(Cl)c(O)c2n1)c1c[nH]c2ccccc12
 : 79	81	45	45	51	79	92	54
> Clc1cccc(Cl)c1Br
 : 113	111	107	78	99	104	95	117
> Cc1ccc(NC(=O)[C@@H]2CC[C@H](CN3CCN(C)CC3)C2)cc1Nc1nccc(-c2cccnc2)n1
 : 114	113	104	77	95	95	92	102
> COC(=O)c1c(C)nc(Nc2nc3ccccc3o2)nc1-c1ccc(OC)cc1
 : 107	91	108	92	99	102	106	103
> CCC(=O)OCNC(=O)NNc1ccc([N+](=O)[O-])cn1
 : 110	93	102	83	109	108	112	111
> COc1ccc(S(=O)(=O)NCCCNc2nccc(-c3c(-c4cccc(N)c4)nc4sccn34)n2)cc1
 : 112	134	97	76	77	92	134	87
> O=C(O)c1cn(C2CC2)c2cc(N3CCN(Cc4nc5c(cnn5-c5ccc(Br)cc5)c(=O)[nH]4)CC3)c(F)cc2c1=O
 : 99	117	99	70	94	91	94	91
> CC1(c2ccccc2O)NN=C(N)N1C(Cc1c[nH]c2ccccc12)C(=O)O (stereo not given)
 : 105	113	96	80	97	103	105	101
> COc1ccc(/C=C2\Oc3cc(C)c(Cl)c(C)c3C2=O)cc1OC
 : /	108	98	100	100	95	99	99
> CN1CCN(CCCn2c3c(sc4ncccc43)c(=O)n3nnc(-c4ccccc4)c23)CC1
 : /	-73*	-61*	-91*	75	95	119	/
> C=CCn1c(SCC(=O)Nc2ccc(C(=O)/C=C/c3ccc(Cl)cc3)cc2)nnc1-c1cc(-c2ccc(S(C)(=O)=O)cc2)nc2ccccc12
 : 92	100	97	60	92	86	97	88
> O=C(CCN1CCCC1)Nc1ccc2c(NCc3ccccc3)c3ccccc3nc2c1
 : -11*	1.1*	-14*	1.4*	-6.0*	5.3*	15	3.9*
